# Ba/F3 V617F tox = loss of viability in JAK2V617F-driven Ba/F3 cells. Ba/F3 EpoR-JAK2V617F viability, ATP luminescence. inhibition, % at 5.6 µM. actives 1.1% (n = 220,000). AID 1446;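 active means inhibition above the campaign mean plus 3 SD over all tested compounds, cut at about 24% in these data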;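 further: cytokine-independent growth of Ba/F3 cells driven by EpoR plus mutant JAK2; 0% = DMSO-treated cells and 100% = JAK inhibitor I control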
# RBBP9 inhibitor = inhibitors of human serine hydrolase RBBP9; O75884; inhibition, % at 7.94 µM; recombinant RBBP9, FP-Rh probe fluorescence polarization; actives 0.2% (n = 220,000); AID 1515;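 active means inhibition above the campaign mean of all tested compounds plus 3 SD, cut at about 14% in these data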;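 further: plate controls were DMSO wells with RBBP9 for no effect and wells lacking RBBP9 protein for full effect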
# Target sequence (O75884 whole entry, looked up): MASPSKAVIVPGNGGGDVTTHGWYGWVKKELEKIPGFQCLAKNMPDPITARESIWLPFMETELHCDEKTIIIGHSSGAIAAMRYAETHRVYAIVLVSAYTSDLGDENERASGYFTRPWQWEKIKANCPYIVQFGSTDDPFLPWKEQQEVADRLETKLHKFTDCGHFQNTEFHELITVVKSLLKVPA
#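 Assay system: recombinant human RBBP9; Reagent: Serine-hydrolase probe FP-Rh, 375 nM pre-mixing; Doses: 7.94 µM single dose, 0.794% DMSO; Incubation: 30 min then 45 min, 25 °C; Detection: fluorescence polarization (mP), excitation 525 nm, emission 598 nm; Evaluation: percent inhibition from mP, scaled between DMSO and no-protein wells.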
# BaF3 tox = reduces parental Ba/F3 cell viability, JAK2V617F counter-screen; CellTiter-Glo ATP luminescence; inhibition, % at 5.6 µM; actives 1.1% (n = 220,000);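 active means inhibition above a per-campaign cutoff, the mean inhibition of all tested compounds plus 3 SD, cut at about 27% in these data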;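 further: 0% = DMSO wells and 100% = JAK Inhibitor I control wells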
# S1P4 agonist = human S1P4 receptor agonism. activation, % at 4.98 µM. S1P4-expressing cell line, agonist reporter assay. O95977. AID 1509. actives 0.35% (n = 220,000); in the data active means activation above about 11%;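 further: 0% = DMSO vehicle and 100% = reference agonist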
# Runt-CBFb FRET = Runt domain-CBFb interaction inhibition; Cerulean-Runt/Venus-CBFb FRET ratio 530/480, 1 h; Q01196+Q13951; inhibition, % at 20 µM; actives 0.46% (n = 220,000); AID 1496;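 active means inhibition over about 50% at 20 µM in the single-dose screen, limit read from the data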;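 further: 0% = DMSO wells and 100% = excess unlabeled CBFb competitor control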
#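 Reagent – Venus-CBFb binding partner, 100 nM · Assay system – Cerulean-tagged RUNX1 Runt domain (FRET donor) fusion protein · Input – 100 nM per protein · Incubation – two 1 h room-temperature incubations shielded from light · Measured by – FRET fluorescence · Medium – Tris buffer pH 7.5 with salts and BSA · Benchmarks – unlabeled CBFb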
# S1P4 antagonist = blocks the human S1P4 receptor; O95977; S1P4-expressing cells, antagonist mode, reporter read-out; inhibition, % at 4.98 µM; actives 0.26% (n = 220,000); in the data active means inhibition above about 29%;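 further: 0% = wells stimulated with agonist and 100% = vehicle wells without agonist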
# NPY Y1 blocker = antagonists of human neuropeptide Y receptor Y1; P25929; HEK293-CNG Y1 cells, membrane potential fluorescence; NPY at EC95, then isoproterenol; inhibition, % at 3.6 µM; actives 1% (n = 200,000); AID 1040;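 active means inhibition above the campaign mean inhibition of all tested compounds plus 3 SD, cut at about 20% in these data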;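 further: 0% = DMSO wells given NPY plus isoproterenol and 100% = isoproterenol alone without NPY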
# Target sequence (P25929 whole entry, looked up): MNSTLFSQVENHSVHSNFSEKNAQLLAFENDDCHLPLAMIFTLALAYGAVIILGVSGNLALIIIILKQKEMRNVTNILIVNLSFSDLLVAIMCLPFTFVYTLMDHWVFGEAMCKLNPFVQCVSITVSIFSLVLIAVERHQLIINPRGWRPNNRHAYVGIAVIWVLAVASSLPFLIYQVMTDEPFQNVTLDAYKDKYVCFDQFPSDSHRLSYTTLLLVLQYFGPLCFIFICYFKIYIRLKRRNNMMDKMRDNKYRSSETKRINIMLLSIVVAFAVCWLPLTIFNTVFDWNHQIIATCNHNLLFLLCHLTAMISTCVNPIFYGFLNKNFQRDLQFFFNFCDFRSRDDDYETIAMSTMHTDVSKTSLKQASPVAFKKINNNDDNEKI
#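 Material: HEK293 Y1/CNG channel cell line; also added: NPY (25 nM), isoproterenol (1 µM), Ro 20-1724 (25 µM); doses: one concentration, 3.6 µM, in 0.4% DMSO; schedule: compound incubation 1 h at room temperature, readout 45 min post-stimulation; technique: membrane potential fluorescence; measure: fluorescence ratio normalized to % inhibition between controls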
# NPY-Y2 PAM-ag = potentiators or agonists of human neuropeptide Y receptor Y2. cells expressing NPY-Y2, potentiator/agonist read-out. activation, % at 3.6 µM. actives 0.45% (n = 220,000). AID 1359; in the data active means activation above about 27%;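 further: cells stimulated with NPY near EC25 plus isoproterenol at EC100; 0% = vehicle plus submaximal agonist and 100% = vehicle plus saturating agonist; some results beyond the cut were filed as inactive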
# Target sequence (P49146 whole entry, looked up): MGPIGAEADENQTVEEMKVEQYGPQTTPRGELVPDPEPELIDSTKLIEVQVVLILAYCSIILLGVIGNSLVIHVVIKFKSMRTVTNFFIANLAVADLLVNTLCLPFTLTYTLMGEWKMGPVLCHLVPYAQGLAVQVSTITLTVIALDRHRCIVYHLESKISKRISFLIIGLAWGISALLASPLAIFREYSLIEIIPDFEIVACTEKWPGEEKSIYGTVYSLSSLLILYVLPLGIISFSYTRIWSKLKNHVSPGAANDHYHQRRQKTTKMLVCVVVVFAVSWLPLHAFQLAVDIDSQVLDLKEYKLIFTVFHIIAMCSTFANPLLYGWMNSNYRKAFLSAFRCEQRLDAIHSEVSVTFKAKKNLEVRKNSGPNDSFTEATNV
# NPY-Y1 PAM-ag = potentiators or agonists of human neuropeptide Y receptor Y1 | P25929 | NPY-Y1 expressing cells, potentiator/agonist activation | activation, % at 3.6 µM | actives 0.37% (n = 220,000); in the data active means activation above about 33%, passing the limit was not always enough;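 further: cells stimulated with NPY at EC10 then isoproterenol at EC100; 0% = low agonist plus stimulus and 100% = saturating agonist plus stimulus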
# Numbers without * were called inactive; / = no result given.
# Second line of a record: S1P4 agonist, NPY Y1 blocker, BaF3 tox, NPY-Y2 PAM-ag, Runt-CBFb FRET, NPY-Y1 PAM-ag, Ba/F3 V617F tox, S1P4 antagonist, RBBP9 inhibitor
> Cn1c(Cn2nnc3ccccc32)nnc1SCC(=O)Nc1ccc2c(c1)OCO2
 : 1.7, 6, 3, 9, 1, -6, 2, -1, 4
> Cc1cc(C)nc(-n2nc(C)cc2NC(=O)CNCc2ccccc2)n1
 : -1.7, -1, 4, 6, 0, -8, -3, -12, -4
> Cc1c(C(=O)N/N=C/c2ccccc2)sc(=S)n1C
 : 0.4, -6, -1, 7, -2, 7, -7, 0, 6
> CN1CCN(C2CC(=O)N(c3ccc4c(c3)OCCO4)C2=O)CC1 (centres undefined)
 : 1.7, 0, 1, -15, 2, -21, 0, 4, -9
> O=S(=O)(/C=C/c1ccccc1)NC1CCCCCC1
 : 1.3, 5, 4, 7, -1, -3, -1, -15, -14
> O=C(CN1CCN(c2ccccn2)CC1)N1CCc2ccccc21
 : 0.8, 1, 7, 1, 2, -24, 1, -1, -13
> Cc1nc(SCC(=O)N2CCCc3ccccc32)c2oc3ccccc3c2n1
 : 4.0, 10, 0, -13, -8, -3, -2, -5, 8
> Cn1c(=O)c2c(ncn2CC(=O)N/N=C/c2cn[nH]c2-c2ccc(F)cc2)n(C)c1=O
 : -0.4, -2, 5, 4, -1, 18, -2, -1, -1
> CN1C(=O)CSc2ccc(NC(=O)N3CCc4ccccc43)cc21
 : 0.8, 2, 2, 1, -3, 1, 2, -2, 1
> O=C(O)CC1C(=O)NCCN1CCCc1ccccc1 (centres undefined)
 : -1.3, -3, 7, 2, 0, -4, 0, -19, -4
> COc1ccc(-n2c(O)c(/C=N/n3cnnc3)c3ccccc3c2=O)cc1
 : -1.4, 4, 2, 15, -3, 5, -5, -4, -7
> Cn1c(=O)c2c(nc(NCc3ccco3)n2CC(O)CO)n(C)c1=O (centres undefined)
 : 0.6, 3, -3, -1, -3, -2, -2, -12, 0
> CCOC(=O)c1cnc(SC)nc1Sc1ccc(Cl)cc1Cl
 : -2.7, 9, 6, 0, -2, -16, -3, 1, -1
> CCN1CCN(c2ccc(S(=O)(=O)N3CCCCC3)cc2NC(=O)c2ccc(F)cc2)CC1
 : -1.2, 3, 4, -8, 0, 9, 2, -15, -11
> COc1ccc(N2CC(O)=C(c3nc(-c4ccc(F)cc4)cs3)C2=N)cc1Cl
 : -1.4, -5, 11, -5, -1, 7, 3, -1, -8
> C=CCn1c2[n+](c3ccccc3c1=O)CCCCC2
 : -0.8, 0, 4, -5, -2, -4, 1, 5, -4
> CC(=O)N1N=C(c2cccc([N+](=O)[O-])c2)OC1c1ccccc1Cl (centres undefined)
 : 1.8, 2, 3, 3, -2, 16, 0, -11, 3
> CN(CC(=O)O)S(=O)(=O)/C=C/c1ccccc1
 : 0.2, 0, 11, -17, -1, -1, 5, 11, -4
> CCCC[n+]1ccn(-c2nc3ccccc3nc2[N-]S(=O)(=O)c2ccc(Br)cc2)c1
 : 1.7, /, -3, 2, 18, 27, -2, -1, -10
> CCN(CC)S(=O)(=O)c1ccc2c(c1)nc(CCC(=O)OCc1c(C)noc1C)n2C
 : -2.3, -2, -1, 7, -2, 9, 0, -16, -4

# Whole records, looked up by structure. Values in the order: S1P4 agonist	NPY Y1 blocker	BaF3 tox	NPY-Y2 PAM-ag	Runt-CBFb FRET	NPY-Y1 PAM-ag	Ba/F3 V617F tox	S1P4 antagonist	RBBP9 inhibitor
# CN1CCN(C2CC(=O)N(c3ccc4c(c3)OCCO4)C2=O)CC1 (centres undefined) is listed as 1.7	0	1	-15	2	-21	0	4	-9
# CN1C(=O)CSc2ccc(NC(=O)N3CCc4ccccc43)cc21 is listed as 0.8	2	2	1	-3	1	2	-2	1

# Some entries already given, reduced to BaF3 tox:
SMILES	BaF3 tox
Cn1c(=O)c2c(nc(NCc3ccco3)n2CC(O)CO)n(C)c1=O (centres undefined)	-3
CN1C(=O)CSc2ccc(NC(=O)N3CCc4ccccc43)cc21	2
O=S(=O)(/C=C/c1ccccc1)NC1CCCCCC1	4
CN1CCN(C2CC(=O)N(c3ccc4c(c3)OCCO4)C2=O)CC1 (centres undefined)	1

# 3 entries already listed, sorted by formula weight, rising:
# Second line of a record: S1P4 agonist, NPY Y1 blocker, BaF3 tox, NPY-Y2 PAM-ag, Runt-CBFb FRET, NPY-Y1 PAM-ag, Ba/F3 V617F tox, S1P4 antagonist, RBBP9 inhibitor
> CN1CCN(C2CC(=O)N(c3ccc4c(c3)OCCO4)C2=O)CC1 (centres undefined)
 : 1.7, 0, 1, -15, 2, -21, 0, 4, -9
> CC(=O)N1N=C(c2cccc([N+](=O)[O-])c2)OC1c1ccccc1Cl (centres undefined)
 : 1.8, 2, 3, 3, -2, 16, 0, -11, 3
> Cn1c(Cn2nnc3ccccc32)nnc1SCC(=O)Nc1ccc2c(c1)OCO2
 : 1.7, 6, 3, 9, 1, -6, 2, -1, 4

# Going on with the list:
# Second line of a record: S1P4 agonist, NPY Y1 blocker, BaF3 tox, NPY-Y2 PAM-ag, Runt-CBFb FRET, NPY-Y1 PAM-ag, Ba/F3 V617F tox, S1P4 antagonist, RBBP9 inhibitor
> CNCC(O)COc1cccc(OC)c1 (centres undefined)
 : 1.7, -8, 6, 24, 1, 56*, -2, -2, 4
> O=C(/C=C/c1cn(-c2ccccc2)nc1-c1cccnc1)NCCN1CCOCC1
 : 1.5, -4, 5, 1, 0, -3, 0, 2, 5
> CCN(CC)S(=O)(=O)c1cccc(C(=O)N2CCCCC2)c1
 : -2.2, 1, 2, 12, -4, 3, -1, -71, -5
> CCCCOc1cccc(C(=O)Nc2ccc(N3CCN(CC)CC3)cc2)c1
 : 1.0, -5, 3, 21, -1, 14, -2, -8, -2
> C=CCNC(=S)N1CCN(Cc2ccccc2)CC1
 : 1.7, 1, 2, 2, -2, 0, -2, 1, -10
> CS(=O)(=O)N(CC(=O)N1CCN(Cc2ccccc2)CC1)c1ccc2c(c1)OCCO2
 : 0.0, 2, 1, 4, 2, 0, -1, -19, 9
> CCCNC(=O)CN(C)CC(=O)Nc1ccccc1C#N
 : 3.0, -1, 8, -5, 2, 2, -1, 0, -7
> COc1ccc(N2CCN(C(=O)C3CCN(S(=O)(=O)c4ccccc4)CC3)CC2)cc1
 : 0.0, 3, 1, -17, 0, -28, -1, 7, 0
> O=C(c1ccc(Cl)cc1Cl)N1CCC(c2nc3c(nnn3Cc3ccco3)c(=O)[nH]2)CC1
 : 0.5, 2, 5, -5, -5, -16, -2, -8, -7
> COc1ccc(/C(C)=N/N=C(N)N)c(OC)c1
 : -1.2, /, -1, 8, 1, 7, 0, 3, -3
> Nc1nnc(SCC(=O)OCC(=O)NC2CCCCC2)s1
 : 0.3, 0, 1, -6, 0, 22, 1, 5, -3
> CCn1cc(C(=O)O)c(=O)c2cc(F)c(N/N=C/c3ccccc3[N+](=O)[O-])cc21
 : -1.6, 3, 12, 0, 0, -19, 7, 0, -6
> CN1CCN(Cc2c(O)ccc3cc(Br)ccc23)CC1
 : 32*, -2, 9, -8, 5, 9, 1, -3, -7
> CCCCCn1c2nc3ccccc3nc2c2c(=O)n(CC(C)C)cnc21
 : 0.5, 9, -1, -7, 2, -14, -2, 0, -18
> COc1ccc(Cl)cc1NC(=O)c1ccoc1C
 : 0.7, 10, 4, 3, 0, -26, -1, -3, -7
> CCOC(=O)c1nc2ccccc2s1
 : 0.3, 3, 6, -9, -2, 15, 1, -4, -5
> CCOC(=O)CN(C(=O)CSc1nnc(-c2ccc(OC)c(OC)c2)o1)c1ccccc1
 : 0.8, 2, 0, 20, -2, 14, -2, -2, 2
> COc1ccc(CC2(C)OC(c3ccc(C)cc3)=NN2C(C)=O)cc1 (centres undefined)
 : 3.0, 4, 4, -11, -5, -32, -2, -21, -10
> CN(C)/C=N/S(=O)(=O)c1ccc(Cl)cc1
 : -0.4, -7, -3, 5, 3, -23, -1, -8, -8
> Cc1ccc(OCC(=O)Nn2cnc3ccccc32)cc1
 : -0.5, 8, 7, -24, -1, 5, 1, -11, -3

# Next section:
# Second line of a record: S1P4 agonist, NPY Y1 blocker, BaF3 tox, NPY-Y2 PAM-ag, Runt-CBFb FRET, NPY-Y1 PAM-ag, Ba/F3 V617F tox, S1P4 antagonist, RBBP9 inhibitor
> O=C(CCC(=O)OCCCC(F)(F)C(F)(F)F)NC1CCCCC1
 : -3.0, 8, 4, 10, -3, 1, 0, 8, -9
> O=C(CCc1ccccc1O)N/N=C/c1ccc(Sc2cccc3cccnc23)o1
 : 2.0, 3, 4, 37*, 7, 39, 1, -5, -14
> CC(C)OC(=O)c1cccc(C(=O)Oc2ccc(Br)cc2)n1
 : 0.3, 12, 2, -14, -4, 7, 1, -28, -10
> C=CCOc1ccc(Cl)cc1CNCCCN1CCOCC1
 : 0.2, 17, 12, -28, 0, -18, 3, -2, -1
> COC(=O)c1cccc(NC(=O)CSc2nnc(COc3ccccc3)n2C)c1
 : -0.9, 6, 0, 3, -1, -24, -2, 8, -7
> Cc1ccccc1CS(=O)(=O)c1cnc2ccccc2n1
 : -0.6, -2, 8, 6, 2, -5, 0, 5, -7
> CC(=O)N1[C@H](Cc2ccccc2)C=C[C@]1(C)C(=O)NCc1ccccn1
 : -0.1, -1, 9, -10, -2, -11, 4, -13, -3
> O=C(C1CCN(C2CCN(CC3CC=CCC3)CC2)CC1)N1CCOCC1 (centres undefined)
 : 1.0, 1, 8, -5, 0, 9, -1, -15, -8
> CCN(CC)CCNC(=O)CCCCn1c(=S)[nH]c2c([nH]c3ccc(OC)cc32)c1=O
 : 1.2, 2, -1, -18, 6, -2, -4, -6, 11
> S=C(Nc1ccc2nsnc2c1)NC1CCCCC1
 : 1.0, -1, 10, -1, -2, -10, 6, 0, -10
> COc1ccccc1N1C(=O)N(C(C)=O)C2C1Nc1ccccc1N2C (centres undefined)
 : 1.1, 1, 0, 3, -9, 20, -2, 15, -5
> CCOC(=O)N1N=C(C)CC1(O)c1ccccc1 (centres undefined)
 : -0.8, 4, 7, -16, 0, -12, 2, -4, -8
> Cc1nn(C(C)C(=O)O)c(=O)c2c1sc1ccccc12 (centres undefined)
 : 1.3, 4, 0, -11, /, -23, -6, -8, 7
> COc1ccc(NC(=S)NC2CC3CCC(C2)N3Cc2ccco2)cc1 (centres undefined)
 : 3.4, -1, 3, 2, 2, 1, -4, 1, -4
> Cc1[nH]c2ccccc2c1-c1nc(-c2ccc(Cl)cc2)nnc1-c1ccccc1
 : 1.6, 3, 11, -17, -59, 6, 3, -16, -1
